Assay outcomes: PubChem, several laboratories
NPY1 pot ag – potentiators or agonists of human neuropeptide Y receptor Y1; activation, % at 3.6 µM; NPY-Y1 expressing cells, potentiator/agonist activation; 220,000 tested, 0.37% active; in the data active = activation above about 33%, passing the limit was not always enough;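 note: cells stimulated with NPY at EC10 then isoproterenol at EC100; 0% = low agonist plus stimulus and 100% = saturating agonist plus stimulus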
Target sequence (P25929 whole entry, looked up): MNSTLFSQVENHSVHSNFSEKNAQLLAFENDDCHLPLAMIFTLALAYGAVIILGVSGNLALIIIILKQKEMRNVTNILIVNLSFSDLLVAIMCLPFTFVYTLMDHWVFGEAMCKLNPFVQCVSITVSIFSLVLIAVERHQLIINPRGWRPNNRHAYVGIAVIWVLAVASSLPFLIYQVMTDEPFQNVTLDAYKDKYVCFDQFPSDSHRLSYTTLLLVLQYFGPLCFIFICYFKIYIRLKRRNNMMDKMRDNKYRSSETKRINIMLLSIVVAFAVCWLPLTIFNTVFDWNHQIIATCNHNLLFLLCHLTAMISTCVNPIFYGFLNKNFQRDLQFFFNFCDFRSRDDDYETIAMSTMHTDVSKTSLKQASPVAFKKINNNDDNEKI
NPY-Y1 antag – antagonists of human neuropeptide Y receptor Y1 | HEK293-CNG Y1 cells, membrane potential fluorescence; NPY at EC95, then isoproterenol | AID 1040 | inhibition, % at 3.6 µM | 200,000 tested, 1% active | P25929;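 active = inhibition above the campaign mean inhibition of all tested compounds plus 3 SD, cut at about 20% in these data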;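 note: 0% = DMSO wells given NPY plus isoproterenol and 100% = isoproterenol alone without NPY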
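Material: HEK293 cells co-expressing NPY Y1 receptor and cyclic-nucleotide gated channel. Timing: compound incubation 1 h at room temperature, readout 45 min post-stimulation. Signal: fluorescence, membrane potential probe.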
S1P4 agonist – activates the human S1P4 receptor. activation, % at 4.98 µM. 220,000 tested, 0.35% active. S1P4-expressing cell line, agonist reporter assay; in the data active = activation above about 11%;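 note: 0% = DMSO vehicle and 100% = reference agonist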
EP2 mod – modulators of human EP2 prostaglandin E2 receptor | 260,000 tested, 0.83% active | induction, % at 25 µM | AID 940 | EP2-expressing cells, cAMP HTRF FRET, PGE2 co-stimulation | P43116;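 active = compounds whose cAMP rise, as percent of the full-agonist control response, exceeds 60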;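 note: rat C6 glioma line stably carrying human EP2 under a CMV promoter; the protocol text gives 20 µM as final concentration; 100% = response of wells given 1 µM PGE2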
S1P4 antag – antagonists of human S1P4 receptor. S1P4-expressing cells, antagonist mode, reporter read-out. inhibition, % at 4.98 µM. 220,000 tested, 0.26% active. AID 1510; in the data active = inhibition above about 29%;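 note: 0% = wells stimulated with agonist and 100% = vehicle wells without agonist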
NPY-Y2 PAM-ag – potentiators or agonists of human neuropeptide Y receptor Y2; P49146; 220,000 tested, 0.45% active; activation, % at 3.6 µM; cells expressing NPY-Y2, potentiator/agonist read-out; in the data active = activation above about 27%;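 note: cells stimulated with NPY near EC25 plus isoproterenol at EC100; 0% = vehicle plus submaximal agonist and 100% = vehicle plus saturating agonist; some results beyond the cut were filed as inactive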
Target sequence (P49146 whole entry, looked up): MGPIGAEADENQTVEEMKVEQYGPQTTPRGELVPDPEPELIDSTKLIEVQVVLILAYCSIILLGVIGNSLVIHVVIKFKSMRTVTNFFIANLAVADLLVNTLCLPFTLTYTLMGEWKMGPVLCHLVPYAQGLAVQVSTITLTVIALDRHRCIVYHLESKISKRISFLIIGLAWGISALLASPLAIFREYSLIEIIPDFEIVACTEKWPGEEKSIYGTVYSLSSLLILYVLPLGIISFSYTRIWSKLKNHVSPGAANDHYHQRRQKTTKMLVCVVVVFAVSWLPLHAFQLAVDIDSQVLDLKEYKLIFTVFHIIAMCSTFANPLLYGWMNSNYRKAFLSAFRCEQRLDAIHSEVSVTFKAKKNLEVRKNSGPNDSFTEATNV
EP2 antag – inhibitors of human EP2 prostaglandin E2 receptor. 260,000 tested, 0.52% active. C6 glioma cells expressing human EP2, cAMP TR-FRET; cells stimulated with saturating PGE2. inhibition, % at 25 µM. P43116;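 active = percent inhibition above 40 after rounding to a whole number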;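 note: rat C6 glioma host cells with rolipram phosphodiesterase inhibitor present; the protocol text gives 20 µM as final concentration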
eIF4E 4G PPI – inhibitors of eIF4E and eIF4G interaction in translation initiation. P63073+Q04637. inhibition, % at 21.7 µM. AID 782. TR-FRET eIF4E-eIF4GI(517-606) binding, 2 h. 220,000 tested, 0.37% active;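 active = inhibition above about 30%, limit read from the data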;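 note: 0% = full FRET control wells and 100% = background wells lacking eIF4GI fragment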
p97 ATPase inh – human p97 ATPase inhibition. P55072. recombinant p97 ATPase, Kinase-Glo ATP luminescence, 3 h. inhibition, % at 8 µM. 220,000 tested, 0.42% active. AID 1481; in the data active = inhibition above about 15%;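 note: 0% = DMSO vehicle and 100% = wells lacking enzyme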
* marks the source's active call; other numbers are inactive results; · = not tested or not shown; & = joins results of further samples; [ ] = dose if it differs, or a comment. Some of the compounds tested (hit frequency here may not be typical).

mol	NPY-Y2 PAM-ag	S1P4 agonist	NPY1 pot ag	NPY-Y1 antag	S1P4 antag	p97 ATPase inh	EP2 mod	EP2 antag	eIF4E 4G PPI
COc1ccc(NC(=O)/C(Cl)=C(/Cl)S(=O)Cc2ccc(Cl)cc2)cn1 (stereo not given)	-4	4.2	-2	2	52*	20*	-71	16	-1
COc1ccc(/C=C/C(=O)c2c(O)ccc3c(C)cc(=O)oc23)cc1	64*	0.2	33	1	0	6	-7	10	1[fluorescence artefact?]
COC(=O)c1ccc(COc2ccc(-c3nn[nH]n3)cc2)cc1	-7	0.7	-14	1	-8	-7	-1	6	2
COc1cc(C(=O)N/N=C\c2ccccc2)c([N+](=O)[O-])c(OC)c1OC	-16	1.1	-23	3	9	-3	3	9	0
Cc1cc(C(=O)COC(=O)c2ccc(O)cc2)c(C)n1CC1COc2ccccc2O1 (stereo not given)	6	-0.2	3	3	-17	3	-34	7	8[fluorescence artefact?]
O=C1NN=C(c2ccccc2)CC1c1c[nH]c2ccccc12 (stereo not given)	-4	-1.6	4	-1	-3	-6	-54	8	-2
O=C(c1ccc(Cl)c(S(=O)(=O)N2CCCC2)c1)N1CCN(c2ccc(F)cc2)CC1	1	0.0	-1	2	-30	-1	16	0	-1
COc1ccccc1NC(=S)NNC(=O)c1cc(C)n(C)n1	-7	2.2	-1	2	-5	0	-14	13	0[fluorescence artefact?]
N/C(=N\OC(=O)c1ccccc1Cl)c1cccnc1	1	-1.9	-20	9	-16	0	-7	9	-1[fluorescence artefact?]
CCOC(=O)c1[nH]c(C)c(C(=O)OCC(=O)N(CC)C2CCS(=O)(=O)C2)c1C (stereo not given)	2	1.0	-8	3	-15	5	4	11	-3
Cc1ccc(-c2csc3nc(CN(C)Cc4ccccc4)[nH]c(=O)c23)cc1	0	0.5	-15	-1	-31	-9	-52	6	-2
O=[N+]([O-])c1cccc(N/N=C/c2cc([N+](=O)[O-])ccc2O)c1	11	-0.2	21	-10	0	5	-66	6	-1
O=C(c1ccco1)N1CCN(c2nc3ccsc3c(=O)s2)CC1	5	0.2	-5	3	-6	5	-2	5	-2
NC(=S)NC(=O)c1ccccc1	11	-0.7	8	·	-5	1	-27	8	-8
COc1ccc(C(=O)NCc2ccc(C(=O)NCC(OC)OC)cc2)cc1OC	13	-0.5	13	-1	-12	4	0	4	-1

Looked up one by one from the entries so far:
mol	NPY-Y2 PAM-ag	S1P4 agonist	NPY1 pot ag	NPY-Y1 antag	S1P4 antag	p97 ATPase inh	EP2 mod	EP2 antag	eIF4E 4G PPI
COc1ccc(NC(=O)/C(Cl)=C(/Cl)S(=O)Cc2ccc(Cl)cc2)cn1 (stereo not given)	-4	4.2	-2	2	52*	20*	-71	16	-1
O=[N+]([O-])c1cccc(N/N=C/c2cc([N+](=O)[O-])ccc2O)c1	11	-0.2	21	-10	0	5	-66	6	-1
COc1ccccc1NC(=S)NNC(=O)c1cc(C)n(C)n1	-7	2.2	-1	2	-5	0	-14	13	0[fluorescence artefact?]

(listing goes on)
mol	NPY-Y2 PAM-ag	S1P4 agonist	NPY1 pot ag	NPY-Y1 antag	S1P4 antag	p97 ATPase inh	EP2 mod	EP2 antag	eIF4E 4G PPI
CCCOc1ccc(N2C(=O)CC(N(C(=O)c3ccco3)c3ccc(OCCC)cc3)C2=O)cc1 (stereo not given)	-6	-1.1	20	0	-3	2	22	5	-10
O=C(Nc1ccc(O)cc1)/C(=C\c1cccs1)NC(=O)c1ccccc1	0	-3.2	-7	6	2	1	21	8	-1
C(=N/Nc1nc(-c2ccccc2)cc(-c2ccccc2)n1)/c1cccnc1	-2	0.7	0	-3	-12	-4	-1	5	8
CC(=O)Cn1c(CN2CCCC2)nc2ccccc2c1=O	-7	0.9	6	1	4	6	21	6	-5
CCOC(=O)/C(C#N)=c1/s/c(=C2\C=Cc3ccccc3N2CC)c(=O)n1CC	0	1.0	2	7	-10	4	30	·	-13
CS(=O)(=O)N(CC(=O)NC1CC1)c1cccc(F)c1	-10	-2.0	0	2	-13	-1	-6	6	-5
O=C(N/N=C/c1cccnc1)c1ccccc1OCc1ccc(Cl)cc1	-22	3.8	-68	12	-1	-2	2	11	-1
CCCC1S/C(=N/N=C/c2ccc(OC)cc2)N(Cc2ccccc2)C1=O (stereo not given)	0	-1.7	-4	2	5	0	39	6	-1
Cc1ccc2nc(N3CCN(c4ccccc4F)CC3)c(C=O)c(=O)n2c1	-17	0.0	-13	8	-3	2	8	7	3
COc1ccc(NC(=O)c2sccc2SCc2cccc(C(F)(F)F)c2)cc1	-27	-0.4	-26	32*	-17	-5	29	7	4
N#CCC(=O)Nc1ccc(C(=O)OCC(=O)Nc2ccccc2Sc2ccccc2)cc1	-7	1.9	0	-4	-20	3	5	6	2
CC1=C(C)C(=O)C(N2CCOCC2)=CC1=O	-7	-0.6	1	5	-9	1	5	11	2[fluorescence artefact?]
CCCC12CN(C(=O)c3ccc(OC)cc3)CC(C)(CN(C(=O)c3ccc(OC)cc3)C1)C2=O	-24	-1.4	-5	1	-18	-9	9	18	5
Cc1cc(NC(=O)COC(=O)C2COc3ccccc3O2)no1 (stereo not given)	-24	-0.2	-3	2	-4	-1	-1	9	-2
CC(C)Cc1nnc(NC(=O)c2cc(-c3ccncc3)nc3ccccc23)s1	16	-0.3	13	·	-5	-5	-42	5	2
O=C(CN1CCN(c2ccc(Cl)cc2)CC1)Nc1cccc(F)c1	-1	2.2	-17	8	-5	-5	-21	14	-2
Cc1csc(NC(=O)C2CCCN2C(=O)Oc2ccccc2)n1 (stereo not given)	-10	-0.1	15	-1	-11	3	18	2	1[fluorescence artefact?]
Cc1ccccc1C(=O)Nn1cnc2ccccc2c1=O	8	1.2	16	-6	-8	4	3	3	0
O=C(Nc1ccc([N+](=O)[O-])cn1)C1CC1	0	0.4	-2	4	15	-2	28	8	0[fluorescence artefact?]
Cc1cc2c(c(=O)n1Cc1cccnc1)C(c1cccs1)C(C#N)=C(N)O2 (stereo not given)	3	1.2	7	0	-1	-2	7	24	5
CCCCNC(=O)C1CC(=O)N(c2ccc(OC)cc2)C1c1ccc(OC)cc1 (stereo not given)	3	0.2	17	0	-12	-1	-10	13	-1
CC1CCc2c(sc(NC(=O)c3ccc(Cn4cc([N+](=O)[O-])cn4)o3)c2C#N)C1 (stereo not given)	2	0.1	-7	0	-10	8	-47&-18	7&11	12
Cc1ccc(C2Nc3ccccc3C(=O)N2CCN2CCNC2=O)cc1 (stereo not given)	-19	1.7	18	·	-6	4	3	6	-1
CN(C)CCCC(C)(O)C(Cc1ccccc1)c1ccccc1 (stereo not given)	2	0.6	-21	1	-6	6	-16	7	-2
Cc1cc(C)nc(SCc2n[nH]c(=S)n2C)n1	-18	-0.1	-3	3	-5	2	26	8	-2
CN(Cc1ccccc1)S(=O)(=O)c1ccc(OCC(=O)N2CCC(C(N)=O)CC2)cc1	-35	-0.6	-6	·	2	-4	22	8	-12
O=C(C1CC(c2ccc(F)cc2)=NO1)N1CCc2ccccc2C1 (stereo not given)	-17	-0.8	-25	4	-15	-2	-15	8	-7
Cc1ccc(CNC(=O)C(C(=O)NCc2ccc(C)o2)c2ncc(C(F)(F)F)cc2Cl)o1	10	-2.6	-3	5	-26	5	19	4	0
Cc1ccccc1OCc1n(CC(=O)OC2CC(C)CCC2C(C)C)c2ccccc2[n+]1C (stereo not given)	-17&-5	1.3&1.3	-35&-31	29*	14&-7	8&4	-23&-53	3&9	4&4
CCOc1ccc(S(=O)(=O)Nc2cc(S(=O)(=O)N(CC)CC)ccc2N2CCCC2)cc1	6	-1.2	9	-10	-8	-2	14	7	-1
Cc1n[nH]c(C)c1CCC(=O)N/N=C/c1c[nH]c2ccccc12	-11	-2.0	-33	·	-12	-4	-33	8	-5
CCCn1c(-c2cccs2)nc2nc3ccccc3nc21	2	1.8	10	5	-22	10	16	7	5[fluorescence artefact?]
COc1nc(N)c(S(=O)(=O)c2ccc(C)cc2)cc1C#N	-20	-1.1	-21	2	-14	0	11	7	·
COc1cc(/C(C)=N\NC(=O)CSc2nc3ccccc3n2C)ccc1O	-11	0.1	-1	·	0	4	-10	12	1
Cc1ccc2c(c1)nnn2C1CCN(CC(=O)c2ccc(Cl)cc2)CC1	-20	1.9	-11	4	3	4	3&-71	12&19	9
O=C(NNC(=O)c1cc2cc(OC(F)(F)F)ccc2[nH]1)c1ccc(Cl)cc1	-9	-0.7	7	·	0	0	-30	7	2
CCOc1ccc(C2C(C(=O)c3ccco3)=C(O)C(=O)N2Cc2cccnc2)cc1OC (stereo not given)	-5	2.5	-9	3	-23	1	6	7	-16
Cc1ccc(NC2=Nc3ccccc3N3C2=Nc2c(c(C)nn2-c2ccccc2)C3c2ccc(O)c(O)c2)cc1 (stereo not given)	14	1.4	21	-7	24	1	21	·	7
Cc1c(NC(=O)CSC2=C(C#N)C(c3ccccc3F)CC(=O)N2)c(=O)n(-c2ccccc2)n1C (stereo not given)	10	-1.7	-21	-1	9	-5	4	7	-2[fluorescence artefact?]
CSc1nnc(C)c(=O)n1COC(=O)c1ccccc1	2	-0.9	15	1	12	5	6	3	3
Cc1ccc(CS/C(Nc2ccccc2C)=C(\C#N)C(=O)NCc2ccco2)c(C)c1	-12	1.3	-4	17	-4	-2	29	2	3[fluorescence artefact?]
Cc1cc(NS(=O)(=O)c2ccc(NC(=S)NC(=O)c3ccc(Cl)cc3Cl)cc2)no1	-8	-1.1	15	1	-5	2	-7	13	-4
CCn1c(SCC(=O)c2[nH]c(C)c(C(C)=O)c2C)nnc1-c1ccncc1	-11	-0.5	-9	5	9	-3	-3	6	3
O=C(CCCN1C(=O)c2ccccc2C1=O)Nc1nncs1	12	0.5	23	-2	-5	6	17	9	-3[fluorescence artefact?]
COC(=O)C1=C(NC(=O)c2ccccc2C)CCS1	-2	-1.1	-26	10	-5	2	30	-1	0
Cc1oc2ccc(OC(=O)N3CCOCC3)cc2c1C(=O)OC(C)C	11	-1.0	22	0	-7	1	13	5	6
COc1ccc(NC(=S)NC(NC(=O)/C=C/c2ccccc2)C(Cl)(Cl)Cl)cc1 (stereo not given)	-11	-3.6	-32	5	-3	-1	-10	13	-19
COC(Cn1cc(C)c(=O)[nH]c1=O)OC	2	0.2	10	6	9	8	15	16	-4
O=c1cc(-c2ccc(O)c(O)c2)oc2cc(O)c(C3OC(CO)C(O)C(O)C3O)c(O)c12 (stereo not given)	2	0.4	-17	2	1	4	-2	13	0
O=C(c1ccc([N+](=O)[O-])cc1)N1CCCC1	0	-0.4	3	·	7	-3	-4	1	3
COc1cccc(C(=O)Nc2ccc(N3CCN(S(C)(=O)=O)CC3)cc2)c1	9	-0.4	7	2	8	4	-2	25	-4
N=C(N)N1CCN(Cc2ccccc2)CC1	4	-1.5	-2	1	6	-6	10&5	2&4	4
CCCOC(=O)c1ccc(-n2nnnc2SCC(=O)N2CCCCC2)cc1	-3	0.5	-44	3	-4	-7	-1	8	0
CSc1ccc(/C=N/NC(=O)COc2ccc(Br)cc2Cl)cc1	4	-0.5	-2	3	-14	3	-12	11	0
COC(=O)c1ccc(CN(c2ccc(C)cc2)S(=O)(=O)c2ccc3c(c2)OCCO3)o1	2	1.0	-11	0	-3	-3	9	11	4
